LYPLA2 counter = LYPLA2 inhibitors, primary screen, counter-screen for PME1 inhibitor project, biochemical, fluorescence polarization, FP-Rh probe ABPP | Acyl-protein thioesterase 2 (Homo sapiens), O95372 | recombinant LYPLA2 | inhibition, % at 5.9 µM | actives 0.38% (n = 320,000);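 active means inhibition above the screen-wide mean plus 3 SD, limit set per campaign, cut at about 26% in these data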;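 further: 0% = LYPLA2 with DMSO and 100% = wells lacking LYPLA2 enzyme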
LYPLA1 counter = LYPLA1 inhibitors, primary screen, counter-screen for PME1 inhibitor project, biochemical, fluorescence polarization, FP-Rh probe ABPP | recombinant LYPLA1 | AID 2174, 2009 | Acyl-protein thioesterase 1 (Homo sapiens), O75608 | inhibition, % at 5.9 µM | actives 0.16% (n = 320,000);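 active means inhibition above the mean of all tested compounds plus 3 SD, set per campaign, cut at about 14% in these data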;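 further: inhibitors block serine hydrolase probe labeling of LYPLA1 so polarization falls; 0% = enzyme with DMSO and 100% = wells lacking LYPLA1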
Target sequence (O75608 whole entry, looked up): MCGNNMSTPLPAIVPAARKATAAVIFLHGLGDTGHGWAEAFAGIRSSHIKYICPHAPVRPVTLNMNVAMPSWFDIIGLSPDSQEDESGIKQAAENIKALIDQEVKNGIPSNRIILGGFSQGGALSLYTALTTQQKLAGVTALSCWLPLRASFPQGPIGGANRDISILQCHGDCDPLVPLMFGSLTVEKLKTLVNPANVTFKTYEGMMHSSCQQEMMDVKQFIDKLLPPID
EBNA-1 inh = EBNA-1 DNA-binding inhibitors, primary screen, biochemical, fluorescence polarization; AID 1950, 2009; actives 0.34% (n = 300,000); inhibition, % at 14.8 µM; in the data active means inhibition above about 28%
PAFAH2 FP inh = PAFAH2 enzyme inhibitors, primary screen, biochemical, fluorescence polarization, human | Platelet-activating factor acetylhydrolase 2, cytoplasmic (Homo sapiens), Q99487 | recombinant PAFAH2, FP-rhodamine activity probe | inhibition, % at 3.39 µM | actives 0.99% (n = 340,000);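 active means inhibition above the mean over all tested compounds plus 3 SD, cut at about 30% in these data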;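 further: inhibitors block probe labeling of enzyme so polarization drops; 0% = enzyme with DMSO and 100% = wells lacking PAFAH2 protein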
pPAFAH FP inh = pPAFAH enzyme inhibitors, primary screen, biochemical, fluorescence polarization, human; Platelet-activating factor acetylhydrolase (Homo sapiens), Q13093; recombinant pPAFAH, FP-rhodamine probe fluorescence polarization; inhibition, % at 3.39 µM; actives 1.5% (n = 330,000);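 active means inhibition above the mean inhibition across the screen plus 3 SD, cut at about 25% in these data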;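 further: inhibitors block binding of the rhodamine activity-based probe so polarization drops; 0% = enzyme with DMSO and 100% = wells lacking pPAFAH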
PAFAH1B2 FP inh = PAFAH1B2 enzyme inhibitors, primary screen, biochemical, fluorescence polarization, human; inhibition, % at 3.39 µM; recombinant PAFAH1B2, FP-rhodamine activity probe; actives 1.2% (n = 340,000); AID 492953, 2010;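 active means inhibition above the mean of all tested compounds plus 3 SD, cut at about 24% in these data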;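 further: 0% = enzyme with DMSO and 100% = wells lacking PAFAH1B2; many of its hits are not listed in these tables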
Target sequence (P68402 whole entry, looked up): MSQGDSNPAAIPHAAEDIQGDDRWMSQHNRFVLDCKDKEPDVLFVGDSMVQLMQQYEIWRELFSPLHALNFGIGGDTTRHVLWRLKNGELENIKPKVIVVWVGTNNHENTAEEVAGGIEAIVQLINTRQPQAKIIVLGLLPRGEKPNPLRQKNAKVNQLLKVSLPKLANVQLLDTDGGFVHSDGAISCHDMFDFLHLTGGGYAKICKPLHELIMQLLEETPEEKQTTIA
ZTA DNA inh = blocks Epstein-Barr virus ZTA, an EBNA-1 counter-screen; P03206; AID 2234; ZTA-DNA binding, fluorescence polarization; actives 0.15% (n = 320,000); inhibition, % at 11 µM; in the data active means inhibition above about 33%
Target sequence (P03206 whole entry, looked up): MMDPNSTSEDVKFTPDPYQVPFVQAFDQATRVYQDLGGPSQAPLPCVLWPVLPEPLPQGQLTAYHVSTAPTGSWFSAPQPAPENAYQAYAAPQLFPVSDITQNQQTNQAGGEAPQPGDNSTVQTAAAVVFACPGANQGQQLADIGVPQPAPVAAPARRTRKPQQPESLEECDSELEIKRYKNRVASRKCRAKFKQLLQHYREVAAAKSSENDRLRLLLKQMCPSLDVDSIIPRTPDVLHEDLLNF
PREPL inh = PREPL enzyme inhibitors, primary screen, biochemical, fluorescence polarization; Prolyl endopeptidase-like (Homo sapiens), Q4J6C6; recombinant PREPL, fluorescence polarization activity-based probe; inhibition, % at 5.96 µM; actives 0.68% (n = 320,000); AID 2751, 2010; in the data active means inhibition above about 43%;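 further: 0% = enzyme with DMSO and 100% = wells lacking enzyme; many of its hits are not listed in these tables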
PAFAH1B3 inh = PAFAH1B3 enzyme inhibitors, primary screen, biochemical, fluorescence polarization, human. Platelet-activating factor acetylhydrolase IB subunit alpha1 (Homo sapiens), Q15102. recombinant PAFAH1B3, FP-rhodamine probe. inhibition, % at 3.39 µM. actives 0.28% (n = 340,000);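 active means inhibition above the screen-wide average of all tested compounds plus 3 SD, cut at about 25% in these data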;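 further: 0% = enzyme with DMSO only and 100% = wells lacking PAFAH1B3 protein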
Target sequence (Q15102 whole entry, looked up): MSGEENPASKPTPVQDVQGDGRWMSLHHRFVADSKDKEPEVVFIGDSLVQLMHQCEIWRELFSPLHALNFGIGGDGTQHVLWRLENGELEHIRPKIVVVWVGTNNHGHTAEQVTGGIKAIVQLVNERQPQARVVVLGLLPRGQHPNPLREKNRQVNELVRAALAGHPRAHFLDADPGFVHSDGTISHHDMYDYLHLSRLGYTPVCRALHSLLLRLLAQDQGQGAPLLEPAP
Active calls of the source: *; . = not tested or not shown. Only part of the results is shown; rates above refer to the full screens.

Each structure is followed by: LYPLA2 counter	LYPLA1 counter	EBNA-1 inh	PAFAH2 FP inh	pPAFAH FP inh	PAFAH1B2 FP inh	ZTA DNA inh	PREPL inh	PAFAH1B3 inh
CCOC(=O)c1cccc(NC(=O)CSc2nc3ccccc3c(=O)n2CC)c1
→ 2	-1	-6	2	-4	0	-10	9	7
N#Cc1ccc(COC(=O)c2cccnc2Cl)cc1
→ 1	-4	0	-2	1	9	-4	11	0
O=C(CC1C(=O)N(Cc2ccccc2)C(=S)N1CCN1CCOCC1)Nc1ccc(F)cc1 (configuration not stated)
→ -5	-6	-8	.	-7	.	-7	6	.
CC(Sc1nc2ccccc2c(=O)n1C)C(=O)N(C)C1CCCCC1 (configuration not stated)
→ -1	-3	1	4	4	0	12	4	-3
COc1ccc(-c2nc(-c3cccs3)no2)cc1
→ 2	-1	-2	-6	0	1	-2	-10	-5
Cc1ccc(Cl)cc1NC(=O)CN1C(=O)NC2(CCCCCC2)C1=O
→ 0	-2	.	8	-3	8	-4	9	1
CCN(CC)C(=O)CSc1nc2ccccc2c(=O)n1-c1cccc(OC)c1
→ -5	-2	2	3	-3	-3	-1	7	1
O=C(NCc1ccc(Cl)cc1)C1CCCO1 (configuration not stated)
→ 0	2	7	-2	2	3	1	-6	-3
COc1cc2c(cc1OC)C(C)N(CC(=O)Nc1ccc(C)c(S(=O)(=O)N3CCOCC3)c1)CC2 (configuration not stated)
→ -8	-2	-11	-2	-1	2	-1	12	10
O=S(=O)(c1cccc(-c2nnc3n2CCCCC3)c1)N1CCCC1
→ -8	0	-2	5	1	1	-4	-2	7
C=CCN1C(=O)C(CC(=O)NCC)SC1=Nc1ccc(S(N)(=O)=O)cc1 (configuration not stated)
→ 3	2	-5	-7	4	4	-14	-5	-4
COc1ccc(O)c(C2NC(CC(C)C)(C(=O)O)C3C(=O)N(Cc4ccccc4)C(=O)C23)c1 (configuration not stated)
→ -1	2	-13	-1	0	4	0	19	1
CC(C)(C)c1ccc(-c2nnc(N)s2)cc1
→ -2	-2	-1	-3	-3	8	-12	-3	14
COC(=O)CSC1=C(C#N)C(c2ccccc2F)CC(=O)N1 (configuration not stated)
→ -1	-3	-5	3	-3	-2	-15	4	4
CC(NC(=O)[C@@H](NC(=O)[C@@H]1Cc2ccccc2CN1)C(C)C)c1ccccc1 (some centres not stated)
→ 4	-2	-5	-5	-7	7	-11	10	9
Cc1ccc(S(=O)(=O)N2CCC(C(=O)OCCOc3cccc(C)c3)CC2)cc1
→ 5	2	.	20	10	9	11	-5	13
O=C(COC(=O)c1ccc(Cl)cc1[N+](=O)[O-])NCc1ccco1
→ .	.	.	14	8	-1	.	14	2
COc1ccc(-c2nc(NC(=O)C3CC(=O)N(c4ccc5c(c4)OCCO5)C3)sc2C)cc1 (configuration not stated)
→ -2	-5	6	-11	22	-6	8	1	-4
CCn1ccc(C(=O)Nc2ccc(S(=O)(=O)Nc3ccccc3OC)cc2)n1
→ 0	-3	-3	.	2	.	-8	4	.
CCNC(=O)CN(c1ccc(OC)c(OC)c1)S(=O)(=O)c1ccccc1
→ -2	-4	-2	-1	-7	8	9	-8	-2
O=C(O)CSc1ncnc2sc3c(c12)CCCC3
→ 3	-1	-1	-9	-2	4	-14	17	3
Cc1onc(-c2ccccc2Cl)c1C(=O)Nc1ccc(-n2nncc2-c2ccco2)cc1
→ -1	-6	-4	-8	8	2	-2	5	4
COc1ccc(N(CC(=O)Nc2cccc(F)c2)S(=O)(=O)c2c(C)[nH]c(=O)[nH]c2=O)cc1
→ 4	2	-16	-4	6	2	-19	11	1
O=C(/C(=C/c1cccnc1)n1ccnc1)c1ccc(Cl)cc1Cl
→ 6	3	-6	2	4	5	-9	-32	4
COc1ccccc1NC(=S)N1CCN(C(=O)c2ccco2)CC1
→ 4	3	0	10	-5	5	-14	6	14
CCOC(=O)c1csc(NC(=O)c2ccccc2)n1
→ -3	-1	-5	-2	-10	5	-10	-3	-1
N#Cc1ccccc1Sc1ccccc1C(=O)OCC(=O)NC1CCS(=O)(=O)C1 (configuration not stated)
→ 6	5	-7	-1	-1	-5	10	3	0
Cc1cccc(N2CCN(C(=S)NCCc3ccccc3)CC2)c1C
→ 2	0	4	4	2	-1	8	-11	3
Cc1ccc(S(=O)(=O)N2CCN(C(=O)COC(=O)c3c(C)noc3C)CC2)c(C)c1
→ 7	3	-6	-5	0	0	-27	-1	-3
CC(=O)c1ccc(OCC(=O)N2CCN(S(=O)(=O)c3ccc(C)cc3C)CC2)cc1
→ -2	-2	4	0	32*	6	7	2	15
COc1ccc(S(=O)(=O)NCc2ccncc2)cc1NC(=O)c1ccccc1C
→ 7	2	-16	1	-1	-2	2	-4	4
CCc1ccc(-c2nc(CS(=O)CC(=O)NCc3cccnc3)c(C)o2)cc1 (configuration not stated)
→ 2	3	5	5	4	1	2	12	-1
Cc1ccc(Cn2nnc(C(=O)Nc3cc(C)ccc3C)c2N)cc1
→ 5	2	-13	6	3	0	-12	-2	3
CCc1ccc2c(CN3CCN(Cc4ccccc4)CC3)cc(=O)oc2c1
→ 3	-2	-1	-2	3	5	1	-6	-3
COC(=O)c1ccc(N=Cc2c(-c3ccccc3)[nH][nH]c2=O)cc1
→ 5	-1	8	4	6	2	6	1	4
O=C(c1ccc(S(=O)(=O)N2CCCC2)cc1)N1CCCCCC1
→ 3	-1	-10	-8	6	-3	-5	7	-2
Cc1nn(-c2ccccc2)c(Cl)c1C(=O)NCC(C)c1ccccc1 (configuration not stated)
→ -5	-2	0	0	5	11	2	3	10
O=C(Nc1ccc(N2CCCC2)cc1)c1cccc(Cl)c1
→ -5	-3	6	-6	6	1	1	7	10
COCCn1c(-c2cc(OC)c(OC)c(OC)c2)nc2oc3cc(OC)ccc3c(=O)c2c1=O
→ 1	2	-1	.	0	.	-2	-6	.
Cc1ccc(C)n1-c1ccc(N(C)C)cc1
→ -1	3	109*	0	9	2	180*	23	3

Marked active in EBNA-1 inh, among the entries above:
structure,EBNA-1 inh,PAFAH2 FP inh,pPAFAH FP inh,PAFAH1B2 FP inh,PREPL inh,PAFAH1B3 inh
Cc1ccc(C)n1-c1ccc(N(C)C)cc1,109*,0,9,2,23,3

Random excerpt: 4 entries already listed.
Each structure is followed by: LYPLA2 counter	LYPLA1 counter	EBNA-1 inh	PAFAH2 FP inh	pPAFAH FP inh	PAFAH1B2 FP inh	ZTA DNA inh	PREPL inh	PAFAH1B3 inh
Cc1nn(-c2ccccc2)c(Cl)c1C(=O)NCC(C)c1ccccc1 (configuration not stated)
→ -5	-2	0	0	5	11	2	3	10
COC(=O)c1ccc(N=Cc2c(-c3ccccc3)[nH][nH]c2=O)cc1
→ 5	-1	8	4	6	2	6	1	4
Cc1ccc(C)n1-c1ccc(N(C)C)cc1
→ -1	3	109*	0	9	2	180*	23	3
COc1ccc(S(=O)(=O)NCc2ccncc2)cc1NC(=O)c1ccccc1C
→ 7	2	-16	1	-1	-2	2	-4	4

Further results follow:
| molecule | LYPLA2 counter | LYPLA1 counter | EBNA-1 inh | PAFAH2 FP inh | pPAFAH FP inh | PAFAH1B2 FP inh | ZTA DNA inh | PREPL inh | PAFAH1B3 inh |
| --- | --- | --- | --- | --- | --- | --- | --- | --- | --- |
| CCOc1ccc2nc(N/C(N)=N/C(=S)Nc3ccc(OC)cc3)nc(C)c2c1 | -3 | -2 | 12 | -2 | 7 | -2 | 6 | 10 | -6 |
| COc1ccc(OC)c(N(CC(=O)Nc2cccnc2)S(C)(=O)=O)c1 | -3 | -2 | -23 | 2 | -6 | -1 | 7 | -2 | 8 |
| Cc1ccc(C(=O)NC(=S)N2CCCC2)cc1 | -4 | -2 | 1 | -2 | -1 | 7 | -18 | 6 | 10 |
| CCC(=O)Nc1ccc(NC(=S)NC(=O)Cc2ccccc2)cc1 | 1 | -2 | -5 | -9 | 6 | -6 | 13 | -4 | 8 |
| O=C(c1ccc(F)cc1F)N1CCCC(c2nc(-c3ccc(F)cc3)no2)C1 (configuration not stated) | 2 | 6 | 10 | -3 | 3 | -5 | 1 | 3 | 5 |
| CCN(CC)CCNC(=S)Nc1ccc2nc(N3CCN(C)CC3)cc(C)c2c1 | -4 | 0 | -3 | -1 | 0 | 2 | 2 | 1 | 1 |
| CSc1ccc(NC(N)=S)cc1 | 4 | 4 | 11 | -6 | 3 | 6 | 17 | -4 | 4 |
| COc1ccc(S(=O)(=O)N(CC(=O)NCc2cccnc2)c2ccc(C)cc2)cc1OC | 5 | -1 | -7 | -10 | 7 | 3 | -6 | 0 | 5 |
| CC(=O)CC(=O)Nc1ncc(C(F)(F)F)cc1Cl | -3 | -3 | 15 | -9 | 5 | 5 | 9 | 4 | 8 |
| COc1ccccc1N1CCN(C(=O)c2ccoc2C)CC1 | 0 | -4 | 3 | 4 | -1 | 2 | 12 | 18 | 2 |
| CC(C)(C)c1cc[n+](-c2[nH]c(=O)sc2/C=N/N=C(\[O-])c2cccnc2)cc1 | 14 | -2 | 19 | -3 | 3 | 3 | -2 | 20 | 2 |
| COC(=O)Cc1cc(OC)c(OC)cc1S(=O)(=O)N(C)C | 4 | 3 | -1 | 3 | 4 | 9 | -1 | 17 | 13 |
| O=C(NCC1CCCN1S(=O)(=O)c1cccs1)C(=O)Nc1ccccc1Cl (configuration not stated) | -1 | 1 | 3 | 3 | 2 | 3 | 14 | -4 | 10 |
| COc1ccc(/C(C)=N/NC(=O)CNC(=O)/C=C\c2ccccc2)c(OC)c1 | -3 | 0 | -9 | -4 | -1 | 3 | -3 | 3 | 3 |
| COc1ccc(C(=O)Cn2nnc(-c3ccccc3NC(=O)C(F)(F)F)n2)cc1 | 3 | 3 | 13 | 0 | -5 | 0 | 31 | -3 | 6 |
| Cn1cc(S(=O)(=O)NC(c2ccccc2)c2ccccc2)c(=O)n(C)c1=O | -1 | 0 | 3 | -3 | -2 | 3 | 18 | -3 | 5 |
| NCCCn1c(C(=O)c2cc(Cl)c(N)c(Cl)c2)c2ccc([N+](=O)[O-])cc2[n+]1[O-] | -5 | 0 | -1 | 4 | 11 | 6 | -4 | 61* | 15 |
| O=C(c1snnc1-c1ccccc1)N1CCOCC1 | 7 | -1 | -8 | -1 | 2 | 5 | 3 | -1 | 0 |
| CCOCCn1c(CN(C)Cc2ccccc2)nc2c1c(=O)n(C)c(=O)n2C | 1 | -2 | -1 | -1 | 2 | 5 | 15 | 16 | 5 |
| O=C(c1ccc2ccccc2n1)N1CCN(c2ccccc2Cl)CC1 | -2 | -2 | -5 | 0 | 2 | 8 | 4 | -1 | 7 |
| COc1ccc(/C(C)=N/N2CCOCC2)c(O)c1 | -9 | 0 | 4 | 4 | 3 | 4 | 7 | 0 | 1 |
| O=C(NCCCN1CCOCC1)c1cc2c(s1)-c1ccccc1OC2 | 6 | -3 | -6 | -4 | 3 | 0 | -1 | 4 | 0 |

Screening data deposited in PubChem by The Scripps Research Institute Molecular Screening Center.
